HP1b chromo inh = HP1-beta chromodomain-methylated histone interaction inhibition. AlphaScreen HP1-beta / biotin-H3K9me3 peptide binding. Potency, µM (top dose mostly 114 µM), without a hit: at the top dose activity change, negative = inhibition, actives largely listed as inhibitors. P83916. hit rate 0.56% among 390,000; also: potency is read from the fitted curve at half-maximal effect; nearly all actives have a fitted effect of over 70% in size; inactives centre near 23
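HP1-beta protein (50 nM final) preincubated 30 min at room temperature with biotinylated H3(1-18)K9me3 peptide (50 nM) in PBS pH 7.4, 0.01% Tween-20, then compound added for 30 min. AlphaScreen streptavidin donor/nickel chelate acceptor beads (10 ug/mL final), 30 min dark, luminescence read.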
G9a inh = inhibitors of human histone lysine methyltransferase G9a; AID 504332; hit rate 8.8% among 350,000; G9a H3K9 monomethylation, AlphaScreen, 2 h; Potency, µM (highest dose often 102 µM), for inactives: at the top dose activity, negative = inhibition, most hits filed as inhibitors; Q96KQ7; also: potency is read from the fitted curve at half-maximal effect; % is scaled to controls: 0 for no effect and ±100 for the full control effect; nearly all actives have a fitted effect of over 75% in size
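Enzyme 20 nM + cpd, 15 min RT; add b-H3K9 pep 500 nM / SAM 20 uM; 2 h RT; anti-H3K9me1 Ab 0.5 ug/mL + SA donor / anti-rabbit acceptor beads 20 ug/mL each, 10 min; AlphaScreen read.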
Pin1 inhibitor = blocks the human prolyl isomerase Pin1. AID 504891. Pin1 FP peptide displacement, HiFluor488, 10 min. Potency, µM (highest dose often 115 µM), without a hit: at the top dose activity, negative = inhibition, actives largely listed as inhibitors. hit rate 0.009% among 390,000; active = well fitted inhibition curve with a large enough effect in the polarisation, with a control signal flat, not every such curve was filed as active; inconclusive = small, poorly fitted or top-dose-only effect, or effect the other way, or a change in a side signal; inactive = no such curve, though single readings can be large or run the other way; the % refers to the polarisation; also: potency is read from the fitted curve at half-maximal effect; % is scaled to controls: 0 for no effect and ±100 for the full control effect
ERG-DNA inh = blocks human ERG Ets domain binding to DNA | P11308 | Potency, µM (series often up to 76.9 µM), for inactives: at the top dose FP activity, negative = inhibition, actives largely listed as inhibitors | hit rate 0.028% among 370,000 | fluorescence polarization, His-ERG Ets domain / labelled DNA; active = well fitted inhibition curve with a large enough effect in the polarisation, with a control signal flat; inconclusive = small, poorly fitted or top-dose-only effect, or effect the other way, or a change in a side signal; inactive = no such curve, though single readings can be large or run the other way; the % refers to the polarisation;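 also: polarization taken with two DNA probes labelled with fluorescein and Texas red; potency is read from the fitted curve at half-maximal effect; % of control where 0% means no effect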
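His-tagged ERG Ets domain (1 uM in the protein solution; 300mM KCl, 50mM Tris-HCl, 1mM EDTA, 1mM DTT, pH 7.5) received compound, then a probe mix of 5 nM fluorescein-DNA and 100nM Texas-615-DNA. Fluorescence polarization was read for both dyes.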
PGK inhibitor = inhibitors of T. brucei phosphoglycerate kinase; P07378; PGK/GAPDH coupled, Kinase-Glo luminescence, 60 min; Potency, µM (titrated, usually from 57.5 µM), for the others: top-dose activity change, negative = inhibition, hits mostly inhibitors; hit rate 0.043% among 380,000; AID 602233; also: potency is read from the fitted curve at half-maximal effect; % is scaled to controls: 0 for no effect and ±100 for the full control effect; nearly all actives have a fitted effect of over 60% in size
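Luminescent ATP detection (Kinase-Glo Plus) follows a 60-minute room-temperature incubation, with wells lacking PGK as controls. Buffer: 100 mM TEA (pH 7.6), 5 mM MgCl2, 0.01% Tween-20. Coupling enzyme GAPDH (100 nM final) supplies unstable 1,3-BPG in-well.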
GLS inh = glutaminase GLS (human) inhibition; O94925; Potency, µM (highest dose often 45.5 µM), without a hit: at the highest dose activity change, negative = inhibition, usual class: inhibitors; GLS enzymatic activity, qHTS titration; hit rate 0.21% among 410,000; also: potency is read from the fitted curve at half-maximal effect; % is scaled to controls: 0 for no effect and ±100 for the full control effect
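Human kidney-isoform GLS in 45 mM KH2PO4 pH 8.2, 0.02% Tween-20, with compound, started with 1mM L-Glutamine (added stock). Glutamate oxidase/HRP/Amplex red coupled fluorescence read at start and after 30 min at RT.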
JMJD2A Tudor = inhibitors of human JMJD2A Tudor domain | O75164 | AlphaScreen JMJD2A-Tudor / H3K4me3 peptide binding | Potency, µM (top dose mostly 114 µM), for the others: at the highest dose activity change, negative = inhibition, usual class: inhibitors | hit rate 4.4% among 390,000 | AID 504339; also: potency is read from the fitted curve at half-maximal effect; % is scaled to controls: 0 for no effect and ±100 for the full control effect; nearly all actives have a fitted effect of over 50% in size
Target sequence (O75164 whole entry, looked up, the tested form may be a part): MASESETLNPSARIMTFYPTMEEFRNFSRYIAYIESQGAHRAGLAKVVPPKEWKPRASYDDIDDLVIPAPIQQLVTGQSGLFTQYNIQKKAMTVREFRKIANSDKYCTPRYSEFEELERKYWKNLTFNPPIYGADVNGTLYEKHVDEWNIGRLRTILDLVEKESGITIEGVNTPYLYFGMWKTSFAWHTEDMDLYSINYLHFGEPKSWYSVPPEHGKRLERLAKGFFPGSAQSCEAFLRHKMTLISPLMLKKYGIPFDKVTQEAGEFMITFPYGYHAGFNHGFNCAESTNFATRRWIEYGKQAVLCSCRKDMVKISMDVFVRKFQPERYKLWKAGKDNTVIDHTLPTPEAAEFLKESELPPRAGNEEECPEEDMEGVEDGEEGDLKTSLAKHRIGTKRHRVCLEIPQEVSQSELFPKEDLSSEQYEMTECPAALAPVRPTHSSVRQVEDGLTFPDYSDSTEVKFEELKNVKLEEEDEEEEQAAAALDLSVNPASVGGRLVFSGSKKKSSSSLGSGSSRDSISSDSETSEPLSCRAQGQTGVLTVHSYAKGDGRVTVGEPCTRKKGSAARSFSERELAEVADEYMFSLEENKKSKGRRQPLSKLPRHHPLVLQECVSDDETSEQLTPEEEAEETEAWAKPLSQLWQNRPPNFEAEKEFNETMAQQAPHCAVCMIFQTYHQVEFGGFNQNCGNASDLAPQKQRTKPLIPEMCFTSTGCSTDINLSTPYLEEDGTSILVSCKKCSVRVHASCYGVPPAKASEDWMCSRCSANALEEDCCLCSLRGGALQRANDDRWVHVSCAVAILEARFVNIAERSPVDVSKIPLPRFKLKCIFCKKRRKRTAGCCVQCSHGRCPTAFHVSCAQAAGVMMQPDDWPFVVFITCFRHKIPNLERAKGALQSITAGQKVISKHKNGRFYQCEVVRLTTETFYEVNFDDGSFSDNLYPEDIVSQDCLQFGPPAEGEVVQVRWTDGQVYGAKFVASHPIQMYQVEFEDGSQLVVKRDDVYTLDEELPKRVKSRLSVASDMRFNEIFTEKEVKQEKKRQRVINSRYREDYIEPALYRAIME
PI4K2A inh = inhibitors of human PI4K2A; hit rate 0.13% among 420,000; purified PI4K2A, ADP-Glo luminescence, 1 h; active compounds read low; activity change, negative = inhibition, % at 76.9 µM; AID 1346378; in the data active = activity change below about -50%; inconclusive = mostly about -30% to -49%;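 also: -100% = wells without enzyme as full effect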
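Compounds are screened against recombinant PI4K2A using PI as substrate and ATP, the latter dispensed at 300 microM. Reactions run one hour at ambient temperature before ADP-Glo detection; full inhibition defined by wells lacking enzyme.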
BAZ2B block = BAZ2B (human) inhibition; AlphaScreen BAZ2B-H3K14Ac peptide displacement; hit rate 4.4% among 360,000; Potency, µM (highest dose often 114 µM), for inactives: at the top dose activity change, negative = inhibition, usual class: inhibitors; also: potency is read from the fitted curve at half-maximal effect; % is scaled to controls: 0 for no effect and ±100 for the full control effect; nearly all actives have a fitted effect of over 60% in size
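Complex of BAZ2B and biotin-H3K14Ac (50 nM apiece) forms over 30 min at RT, then faces library compounds up to 110 uM for another 30 min; AlphaScreen beads added, 20 min dark incubation, luminescence read.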
* = called active by the depositor; i = inactive; u = inconclusive; x = no result given; & = joins results of further samples; [ ] = remark or other dose. Unless noted, calls follow the shape of the dose curve; as a rule, active = well fitted curve in the direction sought with a large enough effect; inconclusive = small, poorly fitted or top-dose-only effect, or another doubt; inactive = no such curve, though single readings can be large; an effect the other way counts as inactive or inconclusive. The order is random, and some 11% of all compounds hit somewhere here.

SMILES	HP1b chromo inh	G9a inh	Pin1 inhibitor	ERG-DNA inh	PGK inhibitor	GLS inh	JMJD2A Tudor	PI4K2A inh	BAZ2B block
COc1ccc(NS(=O)(=O)c2ccc(C)c(C(=O)OC(C)C(=O)N3CCOCC3)c2)cc1 (centres undefined)	40%[activator]	-2%	-4%	2%	-5%	0%	-9%	-12	3%
CN(C)CCCNc1ncnc2c1cnn2Cc1ccccc1Cl	21%	u	-2%	7%	-4%	1%	-10%	-6	-4%
Cc1ccc(F)cc1NC(=O)C1C2CCC(O2)C1C(=O)O (centres undefined)	19%	79µM*	3%	-5%	0%	1%	-24%	-1	25%
Cc1cccc(NC(=O)c2ccc(NC(=O)c3ccccc3Br)cc2)c1	27%	x	8%	-3%	4%	7%	-8%	-2	-7%
Cc1ccc(S(=O)(=O)CC(O)CN2CCCC2=O)cc1 (centres undefined)	15%	11%[0.0925 µM]	-10%	7%	-8%	-2%	-6%	-2	6%
COC(=O)CCCNC(=O)OCc1ccc([N+](=O)[O-])cc1	26%	-18%	2%	1%	-5%	-3%	11%	-5	-2%
CCc1nnc(NC(=O)c2ccc(S(=O)(=O)N(CCOC)CCOC)cc2)o1	42%[activator]	4µM*	-2%	-10%	0%	-1%	45µM*	-6	28µM*
COc1ccc2cc(C(=O)NCc3ccccc3CN3CCCC3)ccc2c1	34%	-32%[59 µM]	6%	20%	0%	16%	-19%	-3	-16%
COc1ccccc1NC(=O)COc1ccc(/C=N/n2cnnc2)cc1OC	10%	11%	0%	x	-7%	13%	-10%	0	0%
Cn1c(=O)[nH]c2cc3ccccc3cc21	20%	1.3µM*	5%	-7%	7%	1%	0%	-4	4%
O=S1(=O)CCC(NC(=S)N2CCCCC2)C1 (centres undefined)	25%	11%[59 µM]	-3%	-3%	-2%	-1%	-11%	0	9%
CCc1ccc(NS(=O)(=O)c2c(C)nc3sc(CC)nn3c2=O)cc1	31%&19%	15%	-2%&5%	3%&3%	-10%&1%	2%&14%	-4%&-11%	-5&0	-4%&-6%
COC(=O)CN(c1ccc2c(c1)OCO2)S(C)(=O)=O	27%	-4%	6%	3%	8%	10%	-10%	-1	-23%
CCn1c(SCC(=O)Nc2nc(C)c(C)s2)nc2cccnc21	-8%	u	-2%	2%	4%	2%	-15%	-2	1%
Cc1cc(=O)oc2cc(OCCCC[n+]3ccccc3)ccc12	0%	x	-4%	4%	-13%	-8%	-1%	-2	5%
O=C1CCc2cc(S(=O)(=O)NCc3ccc(F)cc3)cc3c2N1CC3	20%&-5%	-33%	-2%&-3%	10%&4%	-1%	19%&-14%	8%&-18%	1&5	-7%&-9%
CCOc1ccc(NC2=C(Cl)C(=O)N(Cc3ccccc3)C2=O)cc1	u	-45%	-5%	x	x	21%	u	-2	u
O=C(O)CSCC(=O)N1CCN(c2ncnc3scc(-c4ccccc4)c23)CC1	15%	-1%[12.7 µM]	-1%	-4%	1%	2%	-6%	-6	-8%
CCOC(=O)c1cc(C#N)c(N)nc1C	34%	-4%	-1%	-4%	1%	0%	4%	7	2%
CCCCC(=O)Nc1nc2ccc(C(=O)OC)cc2s1	39%	-23%	-2%	-7%	i	-11%	0%	6	x
Cc1ccc(C(=O)OCC(=O)N2C(C)CCCC2C)cc1S(=O)(=O)N1CCCCC1 (centres undefined)	-7%	24%[59 µM]	-7%	8%	i	-3%	-17%	-3	7%
CCOc1ccc(CCNC(=O)c2nn(C)c3c2CSc2ccc(C)cc2-3)cc1OCC	-12%	u	14%	8%	i	7%	u	0	-26%
O=C(CCN1C(=O)S/C(=C\c2ccccc2)C1=O)Nc1ccc(O)cc1C(=O)O	27%	16%[0.0925 µM]	-13%	-9%	1%	25%	-7%	-12	-15%
CCOC(=O)C1=C(COC(=O)c2nc(Cl)ccc2Cl)NC(=O)NC1C (centres undefined)	9%	u	-3%	0%	-4%	3%	-24%	-3	9%
Cc1ccc(-c2[nH]ncc2C(=O)c2cccc(F)c2)c(O)c1	28%	53%[activator][2.33 µM]	3%	6%	i	-18%	-4%	3	-5%
CN(CC(=O)Nc1ccc(N2CCOCC2)cc1)CC(=O)Nc1ccccc1C#N	13%	6%[59 µM]	-12%	x	2%	29%	-16%	3	-1%
Brc1ccc(C2=Nc3cccc4cccc(c34)N2)o1	45µM*	16µM*	u	-11%	-9%	15%	u	-10	u
O=[N+]([O-])c1cccc(Oc2cnccn2)c1	14%	-6%[59 µM]	-2%	-11%	u	-11%	-8%	1	4%
COc1ccc2nc(SCC(=O)Nc3cc(C)on3)c(C#N)cc2c1	28%	-11%	42%[activator]	1%	1%	u	-12%	-2	-13%
CCOc1ccc(CCNC(=O)c2cc3sccc3n2C)cc1OCC	-8%	u	0%	0%	-1%	0%	u	2	u
CCOc1cc(N2CCOCC2)c(OCC)cc1NC(=O)c1ccccc1C	-10%	u	-5%	12%	11%	-3%	u	2	u
O=C(Cc1ccccc1)NCC(=O)OCC(=O)c1ccc([N+](=O)[O-])cc1	19%	u	3%	-4%	-1%	16%	-23%	6	1%
S=c1[nH]nc(COc2ccccc2)n1/N=C/c1ccc(Br)cc1	5%	20µM*	8%	0%	1%	0%	-21%	-1	-6%
C=CCNC(=O)C(=O)NCC(c1ccc2c(c1)OCO2)N1CCOCC1 (centres undefined)	-3%	66%	-4%	1%	2%	-6%	-14%	2	-11%[57.1 µM]
O=C(CN(C(=O)CNC(=O)c1ccco1)c1ccccc1F)NC1CCCCC1	33%	-9%	-11%	-6%	2%	-14%	-8%	-1	6%
O=C1CCCc2c1nn(-c1ccccc1)[n+]2[O-]	20%	-1%[59 µM]	3%	-2%	-2%	-4%	-8%	-2	7%
CC1CCc2c(sc(NC(=O)C3c4ccccc4Oc4ccccc43)c2C(=O)OC(C)C)C1 (centres undefined)	14%	7%[59 µM]	10%	2%	-5%	-6%	-14%	-1	-1%
CCOC(=O)c1ccc(NC(=O)C2CCCO2)cc1 (centres undefined)	57%[activator]	x	11%	2%	-5%	-3%	-4%	-1	2%
CC(=O)c1cc2c(cc1NC(=O)c1c(-c3ccccc3)noc1C)OCO2	20%	1%	1%	0%	-9%	-8%	-6%	4	-3%
Cc1ccc(SCCC(=O)Nc2cccnc2)cc1	31%	20%[12.7 µM]	-8%	7%	-7%	12%	-18%	4	-17%
CC(=O)NC(=S)Nc1ccccc1N1CCN(C(=O)c2ccccc2)CC1	22%	u	4%	-7%	-10%	2%	-17%	0	-29%
Cc1ccc(-n2c(SCC(=O)NCC3CCCO3)nc3n[nH]c(C)c3c2=N)cc1Cl (centres undefined)	31%[activator]	21%[59 µM]	4%	-2%	3%	4%	-12%	-1	8%
Cc1ccc(S(=O)(=O)NN2C(=O)c3ccccc3NC2c2cccc(O)c2)cc1 (centres undefined)	38%	7%	2%	-1%	5%	-10%	1%	-1	2%
COc1cc(-c2cc(C(=O)Nc3ccccc3N3CCOCC3)c3ccccc3n2)cc(OC)c1OC	31%	0%	11%	5%	-2%	-7%	-24%	1	-16%
Cc1nnc(C)c2c(C)n(-c3ccc4ncccc4c3)c(C)c12	12%	x	2%	-1%	i	0%	-25%	-5	u
COc1ccc(C=NNC(=S)Nc2ccc(F)cc2)cc1OC	9%	x	-1%	-3%	5%	10%	-15%	1	x
Cc1ccc(OCCC(=O)OCC(=O)N2CCN(S(=O)(=O)c3ccc(C)cc3C)CC2)cc1	16%	u	-7%	11%	-6%	1%	-22%	-4	-4%
O=C(NCc1ccc2c(c1)OCO2)Nc1cccc(Cl)c1	25%	44%	4%	6%	-2%	0%	-13%	8	-5%
COc1cccc(CN(C(=O)c2cccs2)C2CCS(=O)(=O)C2)c1 (centres undefined)	10%	20%	0%	8%	-2%	-2%	56µM*	5	-14%
CCc1ccc(NCc2cc3cc4c(cc3n(CC(=O)Nc3ccccc3C)c2=O)OCCO4)cc1	3%	u	-16%	3%	3%	11µM*	-27%	4	-15%
Cc1cc(C)cc(NC(=O)CCc2nnc3n(CC(C)C)c(=O)c4ccccc4n23)c1	30%	1%[59 µM]	-1%	10%	8%	-1%	-9%	-3	3%
Nc1ncnc(Sc2ccccc2)c1[N+](=O)[O-]	16%	-6%[59 µM]	1%	-2%	1%	7%	-10%	-6	-8%
COc1cc(S(=O)(=O)Nc2ccc3c(c2)C(=O)N(C)C3=O)ccc1NC(C)=O	14%[57 µM]	x	-10%	19%	-3%	-12%	-10%	-1	x
Cc1ccc(-c2cc(-c3nnc(SCC(=O)NCC(C)C)n3N)c3ccccc3n2)cc1	5%	-34%	1%	7%	-3%	-14%	-18%[11.4 µM]	-2	-24%
CCOC(=O)c1ccn(CSc2c(F)c(F)cc(F)c2F)n1	36%[activator]	u	3%	-1%	-1%	0%	-10%	-4	2%
C1=Nc2c(Nc3ccccc3)ncnc2Oc2ccccc21	-5%	-22%	-1%	6%	-11%	1%	-28%	-3	-35%
CCn1c(=O)c2ccccc2n(CC(=O)N2CCCc3ccccc32)c1=O	13%[57 µM]	-8%[0.501 µM]	2%	-11%	2%	-10%	-8%	-4	-23%

Screening data from PubChem.
